Compound activity from PubChem BioAssay.
TcdB GH inh: blocks C. difficile toxin B glycohydrolase activity; TcdB glycohydrolase enzymatic assay, plate reader; 0.24% of 350,000 active; P18177; inhibition, % at 9.99 µM; in the data active = inhibition above about 10%
Active calls of the source: *; & = joins results of further samples. Only part of the results is shown; rates above refer to the full screens.

The first two entries, ahead of the listing:
SMILES	TcdB GH inh
O=C(NCc1ccccn1)[C@@H]1[C@@H](CO)[C@@H]2Cn3c(ccc(/C=C/c4ccccc4)c3=O)[C@H]1N2CC1CC1	0.1
COc1ccc(NC(=O)Nc2ccc3c(c2)C(=O)N([C@@H](C)CO)C[C@H](C)[C@@H](CN(C)C(=O)Nc2cccc4ccccc24)OCCCC[C@@H](C)O3)cc1	-1.0

The listing, from the first entry:
SMILES	TcdB GH inh
O=C(NCc1ccccn1)[C@@H]1[C@@H](CO)[C@@H]2Cn3c(ccc(/C=C/c4ccccc4)c3=O)[C@H]1N2CC1CC1	0.1
COc1ccc(NC(=O)Nc2ccc3c(c2)C(=O)N([C@@H](C)CO)C[C@H](C)[C@@H](CN(C)C(=O)Nc2cccc4ccccc24)OCCCC[C@@H](C)O3)cc1	-1.0
CC(C)NC(=O)Nc1ccc2c(c1)C(=O)N([C@@H](C)CO)C[C@@H](C)[C@H](CN(C)C(=O)CCC(F)(F)F)OCCCC[C@@H](C)O2	-1.3
C[C@@H]1CCCCO[C@@H](CN(C)C(=O)Nc2ccc(F)cc2)[C@@H](C)CN([C@H](C)CO)C(=O)c2cc(NC(=O)CCCCCC(=O)Nc3ccccc3N)ccc2O1	0.7
C[C@@H]1CN([C@@H](C)CO)C(=O)c2cc(NC(=O)Cc3cn(C)c4ccccc34)ccc2O[C@H]1CN(C)S(=O)(=O)c1ccccc1	-0.4
C[C@@H]1CN([C@@H](C)CO)S(=O)(=O)c2ccc(-c3cccc(C#N)c3)cc2O[C@@H]1CN(C)C(=O)c1cccnc1	-0.5
C[C@H]1CN([C@@H](C)CO)C(=O)c2cc(NC(=O)Nc3ccc(C(F)(F)F)cc3)ccc2O[C@@H]1CN(C)Cc1ccccc1	0.1
Cc1noc(C)c1S(=O)(=O)N(C)C[C@@H]1Oc2ccc(NC(=O)Nc3ccc4c(c3)OCO4)cc2C(=O)N([C@@H](C)CO)C[C@@H]1C	-0.8
CC=Cc1ccc2n(c1=O)C[C@@H]1[C@@H](CO)[C@H](C(=O)N3CCOCC3)N(Cc3ccccc3OC)[C@H]21 (mixture of isomers)	-0.1
O=S(=O)(N[C@@H]1CC[C@@H](CCn2cc(Cc3ccccc3)nn2)O[C@@H]1CO)c1ccccc1F	-0.5
C[C@H](CO)N1C[C@H](C)[C@@H](CN(C)Cc2cccc(F)c2)Oc2ncc(-c3ccccc3F)cc2C1=O	-0.9
C[C@@H]1CN([C@H](C)CO)C(=O)c2cccc(NC(=O)Nc3ccc(C(F)(F)F)cc3)c2O[C@@H]1CN(C)S(=O)(=O)c1cccs1	-0.7
CN1CCN(C(=O)[C@@H]2[C@@H](CO)[C@@H]3Cn4c(ccc(C5=CCCC5)c4=O)[C@@H]3N2Cc2nccs2)CC1	-0.2
O=C(c1ccccc1)N1C[C@@H]2[C@H](c3ccccc31)[C@H](CO)N2Cc1ccccn1	-0.8
COc1cccc(CNC(=O)C[C@@H]2CC[C@H](NC(=O)C3CCC3)[C@@H](CO)O2)c1	-0.3

Four entries from above in a different format.
C[C@H](CO)N1C[C@H](C)[C@@H](CN(C)Cc2cccc(F)c2)Oc2ncc(-c3ccccc3F)cc2C1=O
  TcdB GH inh: -0.9

C[C@@H]1CN([C@H](C)CO)C(=O)c2cccc(NC(=O)Nc3ccc(C(F)(F)F)cc3)c2O[C@@H]1CN(C)S(=O)(=O)c1cccs1
  TcdB GH inh: -0.7

CN1CCN(C(=O)[C@@H]2[C@@H](CO)[C@@H]3Cn4c(ccc(C5=CCCC5)c4=O)[C@@H]3N2Cc2nccs2)CC1
  TcdB GH inh: -0.2

O=C(c1ccccc1)N1C[C@@H]2[C@H](c3ccccc31)[C@H](CO)N2Cc1ccccn1
  TcdB GH inh: -0.8

(more compounds)
SMILES	TcdB GH inh
C[C@@H]1CCCCO[C@@H](CN(C)C(=O)Nc2ccc(C(F)(F)F)cc2)[C@H](C)CN([C@@H](C)CO)C(=O)c2cc(NS(=O)(=O)c3cn(C)cn3)ccc2O1	1.0
C[C@H](CO)N1C[C@H](C)[C@H](CN(C)Cc2ccc3c(c2)OCO3)OCCCC[C@H](C)Oc2ccc(NS(C)(=O)=O)cc2C1=O	0.7
O=C(C1CCC1)N1C[C@@H]2N[C@H](C1)C2c1ccc(-c2cncnc2)cc1 (some centres not stated)	-5.1
C[C@@H]1CN([C@H](C)CO)C(=O)c2cc(NS(C)(=O)=O)ccc2O[C@H]1CN(C)C	-17
C[C@H](CO)N1C[C@H](C)[C@@H](CN(C)C(=O)Nc2cccc(F)c2)Oc2cc(/C=C/c3ccccc3)ccc2S1(=O)=O	-5.9
C[C@@H]1CN([C@@H](C)CO)C(=O)c2cc(NS(=O)(=O)c3ccc(F)cc3)ccc2O[C@@H]1CN(C)Cc1ccc(-c2ccccc2)cc1	-0.4
N#Cc1cccc(-c2ccc([C@@H]3[C@@H](CO)N4CCCCN(Cc5ccccc5F)C[C@@H]34)cc2)c1	0.5
CCC(=O)N(C)C[C@@H]1Oc2cc(-c3cccc(C#N)c3)ccc2S(=O)(=O)N([C@H](C)CO)C[C@@H]1C	0.2
CCCNC(=O)N(C)C[C@H]1Oc2cc(C#CCC(C)C)ccc2S(=O)(=O)N([C@H](C)CO)C[C@H]1C	0.4
O=C(CCN1CCCCC1)NCC[C@H]1CC[C@H](NC(=O)Nc2ccc(Cl)cc2)[C@@H](CO)O1	-0.6
O=C(C[C@H]1CC[C@H]2[C@@H](COC[C@@H](O)CN2Cc2ccccc2F)O1)NCc1ccccc1F	-1.0
C[C@@H]1CN([C@H](C)CO)C(=O)c2cc(NC(=O)C3CCCCC3)ccc2O[C@@H]1CN(C)C(=O)Nc1ccc2c(c1)OCO2	1.6
C[C@@H]1CN([C@@H](C)CO)C(=O)c2cc(NC(=O)Nc3ccccc3)ccc2O[C@@H](C)CCCCO[C@H]1CN(C)S(=O)(=O)c1ccc(F)cc1	0.7
C[C@@H]1CN([C@@H](C)CO)C(=O)c2ccccc2-c2ccccc2CO[C@H]1CN(C)C(=O)N[C@H](C)c1ccccc1	1.3
CCOC(=O)[C@]12CCCC=C1N(CCc1ccc(OC)c(OC)c1)C(=O)[C@H](CC(=O)NCCc1ccccc1OC)C2	0.1
COc1ccc(NC(=O)N(C)C[C@H]2Oc3ccc(NC(=O)Nc4ccc5c(c4)OCO5)cc3C(=O)N([C@@H](C)CO)C[C@@H]2C)cc1	0.3
O=C(C[C@H]1CC[C@H]2[C@@H](COC[C@@H](O)CN2C(=O)c2ccc(F)cc2)O1)NCCCN1CCOCC1	-1.3
COc1ccc(NC(=O)N(C)C[C@@H]2OCCCC[C@@H](C)Oc3ccc(NS(=O)(=O)c4ccc(C)cc4)cc3C(=O)N([C@H](C)CO)C[C@@H]2C)cc1	-0.4
COc1ccc(NC(=O)Nc2ccc3c(c2)C(=O)N([C@@H](C)CO)C[C@@H](C)[C@H](CN(C)C(=O)Nc2ccc(F)cc2)OCCCC[C@H](C)O3)cc1	-1.1
Cc1noc(C)c1NC(=O)N[C@@H]1C=C[C@@H](CC(=O)Nc2ccc(-c3ccccc3)cc2)O[C@H]1CO	0.9
COC(=O)C[C@H]1CC[C@@H]2[C@H](COc3ccc(NC(=O)c4ccccc4)cc3C(=O)N2C)O1	2.5
Nc1[nH]c(C(=O)c2ccccc2)c(-c2cccc3ccccc23)c1C(=O)c1cccs1	1.9
CO[C@H]1CN(C)C(=O)c2ccc(NC(C)=O)cc2OC[C@H](C)N(C(=O)c2cccnc2)C[C@H]1C	1.4
O=C(C[C@H]1C[C@H]2c3cc(NC(=O)c4ccc5c(c4)OCO5)ccc3O[C@H]2[C@H](CO)O1)NCc1ccc(Oc2ccccc2)cc1	0.7
C[C@H](CO)N1C[C@H](C)[C@H](CN(C)C(=O)Nc2cccc3ccccc23)Oc2c(NC(=O)Nc3ccc(C(F)(F)F)cc3)cccc2C1=O	-0.6
Cc1noc(C)c1S(=O)(=O)Nc1ccc2c(c1)CC(=O)N([C@@H](C)CO)C[C@H](C)[C@H](CN(C)Cc1ccc(C(=O)Nc3ccccc3N)cc1)O2	-0.7
CCNC(=O)c1cc2c(c(-c3cccc(-c4cc5ccccc5o4)c3)n1)[C@@H](CCO)N(C(=O)NC(C)C)C2	-1.4
COCC(=O)Nc1ccc2c(c1)C(=O)N(C)C[C@@H](OC)[C@H](C)CN(Cc1ccncc1)[C@H](C)CO2	0.3
C/C=C/c1ccc(C2[C@@H]3CN(Cc4ccc5c(c4)OCO5)C[C@H]2N3)cc1 (some centres not stated)	1.2&-0.8
COc1ccc(S(=O)(=O)Nc2cccc3c2O[C@@H](CN(C)C(=O)Nc2ccccc2)[C@@H](C)CN([C@@H](C)CO)C3=O)cc1	0.8
C[C@@H]1CN([C@H](C)CO)C(=O)c2cccc(NS(=O)(=O)c3cccs3)c2O[C@H]1CN(C)S(=O)(=O)c1cn(C)cn1	-2.8

As entered above:
COc1ccc(NC(=O)N(C)C[C@@H]2OCCCC[C@@H](C)Oc3ccc(NS(=O)(=O)c4ccc(C)cc4)cc3C(=O)N([C@H](C)CO)C[C@@H]2C)cc1 in TcdB GH inh: -0.4
CCNC(=O)c1cc2c(c(-c3cccc(-c4cc5ccccc5o4)c3)n1)[C@@H](CCO)N(C(=O)NC(C)C)C2 in TcdB GH inh: -1.4
C[C@H](CO)N1C[C@H](C)[C@H](CN(C)C(=O)Nc2cccc3ccccc23)Oc2c(NC(=O)Nc3ccc(C(F)(F)F)cc3)cccc2C1=O in TcdB GH inh: -0.6
Nc1[nH]c(C(=O)c2ccccc2)c(-c2cccc3ccccc23)c1C(=O)c1cccs1 in TcdB GH inh: 1.9
